Pin1 inhibitor: human Pin1 inhibition | Q13526 | Potency, µM (titrated, usually from 115 µM), for the others: at the top dose activity, negative = inhibition, most hits filed as inhibitors | Pin1 FP peptide displacement, HiFluor488, 10 min | 0.009% of 390,000 active; active = well fitted inhibition curve with a large enough effect in the polarisation, with a control signal flat, not every such curve was filed as active; inconclusive = small, poorly fitted or top-dose-only effect, or effect the other way, or a change in a side signal; inactive = no such curve, though single readings can be large or run the other way; the % refers to the polarisation; note: % is set by controls: 0 for no effect and ±100 for the full control effect
POLI inh: DNA polymerase iota (human) inhibition; Pol iota fluorescent replication assay, 10 min; Potency, µM (highest dose often 115 µM), for the others: at the highest dose activity, negative = inhibition, most hits filed as inhibitors; 1% of 390,000 active
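Fluorescent replication assay read twice, at 0 min and 10 min after adding 50 nM (final) substrate. Enzyme (10 nM) and compounds were first incubated 15 min at room temperature; enzyme-free buffer wells were negative controls.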
G9a inh: blocks human histone lysine methyltransferase G9a; 8.8% of 350,000 active; G9a H3K9 monomethylation, AlphaScreen, 2 h; AID 504332; Q96KQ7; Potency, µM (top dose mostly 102 µM), without a hit: top-dose activity, negative = inhibition, usual class: inhibitors; note: % is set by controls: 0 for no effect and ±100 for the full control effect; nearly all actives have a fitted effect of over 75% in size
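Compounds were preincubated with 20 nM G9a for 15 min, after which biotinylated H3K9 peptide (500 nM) and SAM (20 uM) started a 2 h room-temperature reaction. Monomethylated product was quantified by antibody-based AlphaScreen chemiluminescence.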
GLS inhibitor: blocks human kidney-isoform glutaminase activity. O94925. GLS enzymatic activity, qHTS titration. Potency, µM (top dose mostly 45.5 µM), inactives show at the highest dose activity change, negative = inhibition, actives largely listed as inhibitors. 0.21% of 410,000 active; note: % is set by controls: 0 for no effect and ±100 for the full control effect
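hKGA in 45 mM KH2PO4 pH 8.2, 0.02% Tween-20 with pin-transferred compounds; 1 mM L-glutamine (stock) plus glutamate oxidase/HRP/Amplex Red coupling added. Fluorescence read initially and after 30 min at RT.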
BLM helicase inh: Bloom syndrome helicase (human) inhibition | P54132 | recombinant BLM DNA unwinding, fluorescence dequenching | Potency, µM (titrated, usually from 56.1 µM), without a hit: at the highest dose activity change, negative = inhibition, usual class: inhibitors | 0.2% of 350,000 active | AID 2528;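 note: plate controls were vehicle for no effect and no enzyme for full effect; nearly all actives have a fitted effect of over 35% in size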
BAZ2B block: BAZ2B (human) inhibition. Potency, µM (titrated, usually from 114 µM), for inactives: at the highest dose activity change, negative = inhibition, hits mostly inhibitors. Q9UIF8. 4.4% of 360,000 active. AlphaScreen BAZ2B-H3K14Ac peptide displacement. AID 504333; note: % is set by controls: 0 for no effect and ±100 for the full control effect; nearly all actives have a fitted effect of over 60% in size
Target sequence (Q9UIF8 whole entry, looked up): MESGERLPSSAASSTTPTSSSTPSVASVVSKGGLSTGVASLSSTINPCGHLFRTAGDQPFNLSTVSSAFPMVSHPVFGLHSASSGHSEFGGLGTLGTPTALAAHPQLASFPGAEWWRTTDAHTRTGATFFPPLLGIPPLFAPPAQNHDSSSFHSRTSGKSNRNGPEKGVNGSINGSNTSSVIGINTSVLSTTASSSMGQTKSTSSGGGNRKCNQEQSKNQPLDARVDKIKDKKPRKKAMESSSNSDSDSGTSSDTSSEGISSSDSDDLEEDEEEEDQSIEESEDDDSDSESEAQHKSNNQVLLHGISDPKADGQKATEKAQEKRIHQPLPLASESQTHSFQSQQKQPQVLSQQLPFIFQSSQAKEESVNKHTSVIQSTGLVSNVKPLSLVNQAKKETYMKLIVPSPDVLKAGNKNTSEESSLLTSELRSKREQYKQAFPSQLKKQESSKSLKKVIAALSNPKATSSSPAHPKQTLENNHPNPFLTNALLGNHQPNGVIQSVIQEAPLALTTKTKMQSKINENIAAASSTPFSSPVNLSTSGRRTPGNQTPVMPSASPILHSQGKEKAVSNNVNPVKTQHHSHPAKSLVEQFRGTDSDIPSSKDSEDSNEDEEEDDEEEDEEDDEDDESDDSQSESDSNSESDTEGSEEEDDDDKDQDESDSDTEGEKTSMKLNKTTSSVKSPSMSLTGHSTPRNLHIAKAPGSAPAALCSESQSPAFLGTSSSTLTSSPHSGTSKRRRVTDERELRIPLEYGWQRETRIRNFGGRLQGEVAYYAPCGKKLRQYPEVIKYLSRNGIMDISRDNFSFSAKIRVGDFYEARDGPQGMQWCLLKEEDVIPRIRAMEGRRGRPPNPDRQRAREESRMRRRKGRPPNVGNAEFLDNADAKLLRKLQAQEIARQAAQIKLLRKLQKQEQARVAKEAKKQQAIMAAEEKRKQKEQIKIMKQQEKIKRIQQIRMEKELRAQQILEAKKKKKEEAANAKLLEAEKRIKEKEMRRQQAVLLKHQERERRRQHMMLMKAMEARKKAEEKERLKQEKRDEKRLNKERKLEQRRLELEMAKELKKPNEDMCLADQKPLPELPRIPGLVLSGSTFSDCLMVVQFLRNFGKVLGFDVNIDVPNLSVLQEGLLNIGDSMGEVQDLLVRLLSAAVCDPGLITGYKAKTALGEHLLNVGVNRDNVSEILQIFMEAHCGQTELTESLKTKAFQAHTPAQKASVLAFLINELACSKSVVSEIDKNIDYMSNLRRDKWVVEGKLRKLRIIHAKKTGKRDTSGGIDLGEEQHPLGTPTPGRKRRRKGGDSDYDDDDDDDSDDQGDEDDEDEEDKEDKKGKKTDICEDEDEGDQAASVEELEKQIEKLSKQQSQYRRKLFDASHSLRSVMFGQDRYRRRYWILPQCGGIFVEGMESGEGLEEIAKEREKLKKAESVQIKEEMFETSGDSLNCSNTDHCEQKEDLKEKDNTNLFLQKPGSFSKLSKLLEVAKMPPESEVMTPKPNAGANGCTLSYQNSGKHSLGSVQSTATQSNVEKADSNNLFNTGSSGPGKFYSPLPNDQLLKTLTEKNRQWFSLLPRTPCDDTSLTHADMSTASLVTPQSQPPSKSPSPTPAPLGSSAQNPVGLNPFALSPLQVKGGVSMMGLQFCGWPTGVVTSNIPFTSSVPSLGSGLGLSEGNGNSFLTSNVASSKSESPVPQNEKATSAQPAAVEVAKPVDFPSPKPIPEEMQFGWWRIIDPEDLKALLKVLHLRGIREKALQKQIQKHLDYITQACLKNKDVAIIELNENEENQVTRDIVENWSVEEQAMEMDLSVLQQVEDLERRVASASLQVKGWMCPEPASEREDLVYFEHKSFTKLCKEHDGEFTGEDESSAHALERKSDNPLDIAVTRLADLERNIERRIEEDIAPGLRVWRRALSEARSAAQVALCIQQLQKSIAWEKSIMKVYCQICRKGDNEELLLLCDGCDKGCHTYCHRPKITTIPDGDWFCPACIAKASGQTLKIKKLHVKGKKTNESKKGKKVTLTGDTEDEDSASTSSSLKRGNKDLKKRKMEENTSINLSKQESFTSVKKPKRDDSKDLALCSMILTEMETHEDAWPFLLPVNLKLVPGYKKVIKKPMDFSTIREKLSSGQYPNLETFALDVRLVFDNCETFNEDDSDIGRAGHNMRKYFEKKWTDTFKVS
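Multi-concentration screen (max 110 uM) measuring displacement of acetylated histone H3 peptide from BAZ2B by AlphaScreen, using 50 nM protein, 50 nM peptide and 10 ug/mL streptavidin donor plus Ni-chelate acceptor beads.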
Tb PGK inh: blocks T. brucei phosphoglycerate kinase; 0.043% of 380,000 active; PGK/GAPDH coupled, Kinase-Glo luminescence, 60 min; P07378; Potency, µM (series often up to 57.5 µM), inactives show at the highest dose activity change, negative = inhibition, usual class: inhibitors; note: % is set by controls: 0 for no effect and ±100 for the full control effect; nearly all actives have a fitted effect of over 60% in size
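Recombinant glycosomal PGK reaction used 1,3-bisphosphoglycerate generated in-well by GAPDH (100nM final) in 100mM TEA pH 7.6, 5mM MgCl2, 0.01% Tween-20. After 60 minutes at room temperature, ATP was read by Kinase-Glo Plus luminescence end-point.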
HP1b binding inh: HP1-beta chromodomain-methylated histone interaction inhibition; Potency, µM (top dose mostly 114 µM), inactives show at the top dose activity change, negative = inhibition, usual class: inhibitors; AlphaScreen HP1-beta / biotin-H3K9me3 peptide binding; P83916; 0.56% of 390,000 active; note: nearly all actives have a fitted effect of over 70% in size; inactives centre near 23
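HP1-beta protein (50 nM final) preincubated 30 min at room temperature with biotinylated H3(1-18)K9me3 peptide (50 nM) in PBS pH 7.4, 0.01% Tween-20, then compound added for 30 min. AlphaScreen streptavidin donor/nickel chelate acceptor beads (10 ug/mL final), 30 min dark, luminescence read.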
JMJD2A Tudor inh: blocks the human JMJD2A Tudor domain. O75164. Potency, µM (series often up to 114 µM), without a hit: top-dose activity change, negative = inhibition, hits mostly inhibitors. 4.4% of 390,000 active. AlphaScreen JMJD2A-Tudor / H3K4me3 peptide binding. AID 504339; note: % is set by controls: 0 for no effect and ±100 for the full control effect; nearly all actives have a fitted effect of over 50% in size
* = called active by the depositor; i = inactive; ? = inconclusive; / = not tested or not shown; & = joins results of further samples; [ ] = dose if it differs, or a comment. Unless noted, calls come from the whole dose curve; as a rule, active = well fitted curve in the direction sought with a large enough effect; inconclusive = small, poorly fitted or top-dose-only effect, or another doubt; inactive = no such curve, though single readings can be large; an effect the other way counts as inactive or inconclusive. Potency is the fitted concentration of half-maximal effect.

SMILES	Pin1 inhibitor	POLI inh	G9a inh	GLS inhibitor	BLM helicase inh	BAZ2B block	Tb PGK inh	HP1b binding inh	JMJD2A Tudor inh
Cc1ccc(S(=O)(=O)N(CC(=O)N(C(C)C)C(C)C)C(=O)N2CCN(C)CC2)cc1	-4%	-2%	-11%	-8%	1%	5%	-2%	83%[activator]	-6%
CC(=O)N1CCN(CC(=O)Nc2cc([N+](=O)[O-])ccc2Cl)CC1	4%	131%[activator]	40µM*	0%	3%	3%	0%	12%	-20%
CCC1CN(C(=O)N2CCC(C(=O)N(C)Cc3ccccc3)CC2)c2ccccc2O1 (centres undefined)	12%	25%	-30%[59 µM]	2%	-8%	-12%	-8%	-4%	-18%
COc1cc2nc(SCC(=O)Nc3cccc(C)c3)n3nc(-c4ccccc4)nc3c2cc1OC	-1%	-17%	-22%[59 µM]	-20%	-2%	/	-6%	12%	-5%
CCCCN1CC(COCc2ccccc2)Oc2cccc(Oc3cc(C)c(C)c(C)c3)c2S1(=O)=O (centres undefined)	22%	41%	/	-3%	/	/	0%	65%[activator]	3%
CCn1c(=O)cc(OCC(=O)N2CCc3ccccc32)c2ccccc21	3%	-6%	2%	-1%	-7%	5%	-3%	37%	-14%
CCOC(=O)C(C(C)=O)=C1SC2CS(=O)(=O)CC2S1 (centres undefined)	-6%	-22%	17%	12%	0%	11%	-8%	23%	-8%
CN(C)S(=O)(=O)c1cccc(NC(=O)c2cc(-c3cccs3)nn2-c2ccccc2)c1	15%	-8%	-35%[59 µM]	-5%	-10%	-31%	i	22%	-6%
OCCCn1c(C2CCCN2c2nc(-c3ccc(Cl)cc3)cs2)nc2cc(Cl)c(Cl)cc21 (centres undefined)	21%	6%	/	1%	/	/	i	16%	-17%
CCOC(=O)Cn1nnnc1C(CC)N(Cc1cccs1)Cc1cc2cc(C)ccc2[nH]c1=O (centres undefined)	4%	12%	18%	8%	0%	7%	0%	26%	-14%
Cc1ccc(Cn2ncc3c(N4CCN(c5ccccc5C)CC4)ncnc32)cc1	7%	7%	5%[59 µM]	1%	-5%	0%	-5%	44%[activator]	7%
COc1ccc(NC(=O)c2cccnc2)c(OC)c1	-2%	-16%	2%[59 µM]	-10%	1%	1%	7%	20%	-15%
COC(=O)CN1CCC(=O)c2ccccc2S1(=O)=O	-15%	18%	/	/	3%	/	/	32%	-6%
COc1ccccc1-n1cnnc1SCC(=O)Nc1cc(C(C)(C)C)nn1-c1ccccc1	-1%	?	-19%[59 µM]	?	-4%	-1%	2%	-8%	-28%[11.4 µM]
COc1ccc([N+](=O)[O-])c(OC)c1C(=O)NC(=O)Nc1nc(C)nc(C)n1	-2%	26%	34%	-5%	-3%	-4%	-5%	45%[activator]	7%
Cc1cc(Br)cc(C)c1NC(=O)c1ccccc1[N+](=O)[O-]	3%	21%	4%[59 µM]	8%	4%	7%	-3%	36%	-3%
COc1ccc(C(=O)c2oc3ccccc3c2NC(=O)COc2cccc(C)c2C)cc1	?	8%	22%[59 µM]	0%	-2%	3%	i	56%[activator]	13%
COc1cc(C2C(C(=O)c3ccc(C)o3)=C(O)C(=O)N2c2cc(C)on2)cc(Br)c1O (centres undefined)	-5%	?	?	28%	-3%	-6%	-5%	-7%	-25%
CCc1ccc(OCC(=O)Nc2cc(S(=O)(=O)CC)ccc2O)cc1	-8%	7%	22%[2.33 µM]	10%	1%	5%	-2%	26%	-15%
COc1cc(OC)cc(-c2nc3nc(C)c(CCC(=O)Nc4ccccc4)c(C)n3n2)c1	-2%	-4%	-3%[59 µM]	-17%	-5%	-10%	i	30%	-8%
O=C(CN(c1ccc(F)cc1)S(=O)(=O)c1ccccc1)NC1CCCCCC1	-8%	7%	/	18%	-3%	4%	12%	20%	-7%
COc1cc(OC)cc(C(=O)Nc2ccc(NC(=O)c3ccco3)c(Cl)c2)c1	?	25µM*	?	0%	-14%	-31%	-11%	26%	?
COc1ccc(S(=O)(=O)NNC(=O)Nc2ccc(F)cc2F)c(OC)c1	-1%	10%	46%	-3%	0%	1%	-4%	11%	-2%
CC(=O)Nc1nc(C)c(Oc2ccc(C)cc2)c(=O)[nH]1	-9%	42%[activator]	/	-1%	1%	-9%	2%	30%	-8%
CN(C)c1nc(N/N=C/c2c[nH]c3ccccc23)nc(N2CCOCC2)n1	3%	?	-44%	15%	-4%	-34%	-3%	9%	-20%

Shown as a hit in G9a inh, of those listed so far:
SMILES	Pin1 inhibitor	POLI inh	G9a inh	GLS inhibitor	BLM helicase inh	BAZ2B block	Tb PGK inh	HP1b binding inh	JMJD2A Tudor inh
CC(=O)N1CCN(CC(=O)Nc2cc([N+](=O)[O-])ccc2Cl)CC1	4%	131%[activator]	40µM*	0%	3%	3%	0%	12%	-20%

(continued)
SMILES	Pin1 inhibitor	POLI inh	G9a inh	GLS inhibitor	BLM helicase inh	BAZ2B block	Tb PGK inh	HP1b binding inh	JMJD2A Tudor inh
CCOc1c(O)ccc(/C=C2\SC(=S)NC2=O)c1[N+](=O)[O-]	46%[activator]	13µM*	14µM*	35%[activator]	-14%	40µM*	-1%	?	?
CC(=O)Nc1cccc(-c2nc3ccccc3o2)c1	3%	22%	/	-1%	-1%	1%	10%	45%[activator]	3%
CC1CN(C(=S)Nc2ccc(Cl)cc2)CC(C)O1 (centres undefined)	5%	9%	-14%	4%	0%	5%	-8%	32%	1%
Cc1ccc(-c2nnc(/C=C/c3ccccc3)o2)cc1	-5%	5%	29%[59 µM]	-2%	6%	2%	1%	48%[activator]	18%[57.1 µM]
Cn1c(=O)c(C(=O)COc2ccc(F)cc2Cl)c(N)n(Cc2ccccc2)c1=O	24%	37%[activator]	9%	-21%	-10%	-10%	-9%	53%[activator]	-5%
CC(=O)Nc1ccc(S(=O)(=O)N2CCN(c3nc4ccccc4n3CC(C)C)CC2)cc1	6%	20%	/	-7%	-3%	-7%	-9%	46%[activator]	-20%
CN(C)c1ccc(NC(=S)NCC2CCCO2)cc1 (centres undefined)	-9%	195%[activator]	?	?	1%	-26%	i	-13%	?
CCCCCCNc1c([N+](=O)[O-])c(=O)sc2ccccc12	0%	136%[activator]	-62%	-2%	-9%	2%	-7%	27%	-2%
CCOC(=O)N1CCC(N2Cc3cccc(C(=O)Nc4ccc(OCC)cc4)c3C2=O)CC1	-2%	21%	20%	-8%	-2%	-13%[57.1 µM]	i	33%	-11%
CC12CC(c3ccccc3O1)N(C(=O)c1ccco1)C(=O)N2c1ccccc1 (centres undefined)	0%	7%	-3%[12.7 µM]	11%	-4%	-3%	-1%	2%	-25%
CCn1c(CNc2nc3ccccc3n2C(C)C)nc2ccccc21	-4%	17%	6%[59 µM]	-9%	-1%	0%	0%	7%	-10%[57.1 µM]
CCOC(=O)C(C)n1cnc2c(nnn2Cc2ccc(C)cc2)c1=O (centres undefined)	-10%	-2%[58.9 µM]	12%[59 µM]	-6%	2%	-5%	-2%	33%[activator]	-17%
Cc1ccc(C2C(C(=O)O)c3ccccc3C(=O)N2C)o1 (centres undefined)	1%	21%	-50%	0%	0%	-10%	-4%	14%	-19%
CCC(C)NS(=O)(=O)c1ccc(NS(C)(=O)=O)cc1 (centres undefined)	3%	5%	2%[59 µM]	8%	1%	0%	0%	19%	-6%
Fc1cccc(NCc2cccn2-c2nnc(N3CCOCC3)s2)c1	4%	18%	-2%[59 µM]	16%	2%	0%[57.1 µM]	0%	30%	-17%
O=C(NCCSc1ccc(Br)cc1)c1ccccc1	3%	71%[activator]	52%[activator]	4%	-4%	-2%	-2%	19%	?
CC1(C)CC(=O)C2=C(C1)NC(Nc1nc3ccccc3o1)=NC2c1cccc(O)c1 (centres undefined)	-6%	23%	/	/	/	/	/	17%[57 µM]	-28%[57.1 µM]
COC(=O)/C=C1\S/C(=N/NC(=O)c2ccccc2)NC1=O	3%	15%	?	54%[activator]	-1%	?	-14%	33%	-19%
CN(NC(=O)CN1C(=O)c2ccccc2C1=O)C1=NS(=O)(=O)c2ccccc21	-1%	32%[activator]	79µM*	3%	-1%	-12%	-1%	27%	-10%
CC(=O)c1ccc(OC(C)C(=O)NC2CCCCC2C)cc1 (centres undefined)	-13%	3%	14%[59 µM]	-1%	/	2%	-8%	40%	1%
O=S(=O)(c1ccc2ccccc2c1)N(CC(O)COCc1ccco1)c1ccccc1 (centres undefined)	18%	1%	-35%[59 µM]	-11%	-6%	-37%	i	-3%	?
Cc1c(Cl)c([N+](=O)[O-])nn1CCCC(=O)Nc1sc2c(c1C(N)=O)CCC(C)C2 (centres undefined)	11%	10%	7%	12%	-2%	8%	7%	18%	-8%
COc1ccc(-n2c(=O)[nH]c3cc(C(=O)NCCc4ccc(Cl)cc4)ccc3c2=O)cc1OC	2%&-2%	-15%&-1%	-14%	4%&3%	-2%&0%	0%	3%&-7%	37%&33%	-12%&6%
CCOC(=O)CN(C(=O)CNC(=O)c1cccs1)C(C(=O)NC1CCCC1)c1cccnc1 (centres undefined)	-7%	20%	?	4%	-1%	1%	-8%	24%	3%
O=C(C=Cc1ccccn1)c1ccccc1	0%	?	/	-3%	/	/	10%	18%[57 µM]	-8%
O=C(Nc1ccn(Cc2ccc(Cl)cc2)n1)c1ccc2c(c1)OCO2	-11%	24%	7%[59 µM]	6%	-9%	1%	0%	19%	-18%
CCN1CCN(c2ccc(NS(=O)(=O)c3c(C)nc4sccn4c3=O)cc2Cl)CC1	?	30%[activator]	?	7%	-9%	-20%	9%	20%	-26%
CCOC(=O)c1ccc(NC(=O)CCS(=O)(=O)c2ccc(C)cc2)cc1	3%	9%	-30%[59 µM]	4%	0%	7%[57.1 µM]	-8%	11%	-4%

An excerpt of these results, bar-delimited.
SMILES | Pin1 inhibitor | POLI inh | G9a inh | GLS inhibitor | BLM helicase inh | BAZ2B block | Tb PGK inh | HP1b binding inh | JMJD2A Tudor inh
Cc1c(Cl)c([N+](=O)[O-])nn1CCCC(=O)Nc1sc2c(c1C(N)=O)CCC(C)C2 (centres undefined) | 11% | 10% | 7% | 12% | -2% | 8% | 7% | 18% | -8%
COc1ccc(-n2c(=O)[nH]c3cc(C(=O)NCCc4ccc(Cl)cc4)ccc3c2=O)cc1OC | 2%&-2% | -15%&-1% | -14% | 4%&3% | -2%&0% | 0% | 3%&-7% | 37%&33% | -12%&6%

Screening results deposited in PubChem by National Center for Advancing Translational Sciences (NCATS).

Some of the compounds tested; count on the stated rates, not on these rows.
